Compound activity (PubChem BioAssay)
TbMetRS inhib: T. brucei MetRS inhibitors, primary screen, biochemical, luminescence; inhibition, % at 11.9 µM; methionyl-tRNA synthetase (Trypanosoma brucei brucei); purified T. brucei MetRS, ATP depletion, Kinase-Glo luminescence; hit rate 0.4% among 360,000;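 active means inhibition above a per-plate cutoff of the control wells' mean inhibition plus 3 SD, cut at about 5.5% in these data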;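 further: 0% = DMSO wells median and 100% = median of wells with control inhibitor compound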
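Dosing: 11.9 µM compound single dose, 0.9% DMSO; Assay system: purified T. brucei MetRS enzyme; Measured by: Kinase-Glo luciferase luminescence reporting remaining unconsumed ATP; Schedule: 15 min plus 2 h at 25 °C.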
CSN inh: inhibitors of CSN-mediated cullin deneddylation, primary screen, biochemical, fluorescence polarization, uHTS; Purified CSN, SCF-Nedd8-OG deneddylation; inhibition, % at 12.5 µM; hit rate 0.38% among 360,000; AID 651999, 2013;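 active means pattern-corrected inhibition above about 35%, with an unprinted fluorescence ratio check between 0.5 and 1.5, limit read from the data, passing the limit was not always enough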;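 further: 0% = enzyme with substrate and 100% = substrate without enzyme; some results filed as inactive read as strong as hits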
Target sequence (Q92905 whole entry, looked up, one chain of several): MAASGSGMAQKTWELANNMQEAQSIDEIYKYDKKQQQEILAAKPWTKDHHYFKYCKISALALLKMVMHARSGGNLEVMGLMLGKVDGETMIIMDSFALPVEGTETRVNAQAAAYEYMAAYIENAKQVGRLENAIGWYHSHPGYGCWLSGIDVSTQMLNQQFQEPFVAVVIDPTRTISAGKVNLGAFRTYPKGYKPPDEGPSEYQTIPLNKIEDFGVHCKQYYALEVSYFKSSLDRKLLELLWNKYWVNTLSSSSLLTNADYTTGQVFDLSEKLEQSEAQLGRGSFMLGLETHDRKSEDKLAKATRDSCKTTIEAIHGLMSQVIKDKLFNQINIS
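Schedule: reaction 90 min, room temperature / Assay system: HEK293T-derived human Csn5 enzyme / Input: Csn5 at 0.24 nM final / Measure: inhibition of Csn5 cleavage, % / Control set: substrate-only high control, full reaction low control / Technique: fluorescence polarization of the substrate / Buffer or medium: Tris/NaCl/DTT buffer, pH 7.5 / Reagent: SCFSkp2-Nedd8OG substrate at 10 nM final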
Scp-1 inhibitor: Scp-1 phosphatase inhibitors, primary screen, biochemical, colorimetric, uHTS. AID 493091, 2011. Carboxy-terminal domain RNA polymerase II polypeptide A small phosphatase 1 (Homo …. Recombinant Scp1, phosphopeptide, malachite green phosphate absorbance. hit rate 0.88% among 340,000. inhibition, % at 20 µM;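 active means inhibition above about 50% at 20 µM, limit read from the data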;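 further: plate controls were DMSO wells with enzyme for no effect and wells lacking enzyme for full effect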
Target sequence (Q9GZU7 76-261 limits assumed): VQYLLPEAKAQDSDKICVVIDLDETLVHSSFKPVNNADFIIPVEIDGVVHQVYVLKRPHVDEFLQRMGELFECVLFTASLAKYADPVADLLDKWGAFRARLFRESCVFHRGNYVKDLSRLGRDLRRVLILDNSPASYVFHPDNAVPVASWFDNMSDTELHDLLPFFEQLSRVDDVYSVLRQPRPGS
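Times: enzyme reaction 45 min at room temperature, colour 5 min, stabilisation 30 min. Material: SCP-1 catalytic fragment, aa 76-261. Medium: Acidic Tris acetate buffer with magnesium and detergent. Signal: colorimetric free-phosphate detection, absorbance 630 nm. Read-out basis: % inhibition of SCP-1 phosphate liberation. Reagent: Phosphorylated 17-residue peptide substrate.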
DNMT1 block: human DNMT1 methyltransferase inhibitors, primary screen, biochemical, molecular beacon, fluorescence, HinP1I cleavage, uHTS | DNA (cytosine-5)-methyltransferase 1 (Homo sapiens), P26358 | inhibition (reported as % activation of signal), % at 10 µM | hit rate 0.83% among 360,000 | AID 588458, 2011; in the data active means inhibition above about 50%
LMPTP block: LMPTP phosphatase inhibitors, primary screen, biochemical, fluorescence intensity, uHTS. Low molecular weight phosphotyrosine protein phosphatase (Homo sapiens), P24666. recombinant LMPTP-A, OMFP fluorogenic substrate. hit rate 0.22% among 360,000. inhibition, % at 20 µM. AID 651560, 2012;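 active means compounds that cut the enzyme signal by at least half of the control window in the single-dose screen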;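 further: plate controls were DMSO wells with enzyme plus substrate for no effect and substrate without enzyme for full effect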
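Test system – LMPTP-A phosphatase enzyme · Quantity – 0.625 nM LMPTP-A final · Reagent – OMFP substrate, 400 µM final · Dosing – one test concentration per compound, 20 µM, with 3% DMSO overall · Timing – 50 min enzyme reaction at room temperature, protected from light · Detection – fluorescence intensity · Controls – substrate-only low control, DMSO enzyme-plus-substrate high control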
NadD inh: inhibitors of S. aureus NadD, primary screen, biochemical, colorimetric, uHTS; purified NadD enzyme, colorimetric absorbance read-out; inhibition, % at 20 µM; hit rate 0.78% among 360,000; in the data active means inhibition above about 26%; further: some compounds past the cut are filed as inactive
MLLE-PAM2 inh: inhibitors of PABP1 MLLE–PAM2 peptide binding, primary screen, biochemical, fluorescence polarization, FITC-PAM2, GST-MLLE | inhibition, % at 20 µM | hit rate 0.36% among 360,000; in the data active means inhibition above about 35%, passing the limit was not always enough;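 further: plate controls were DMSO wells with GST-MLLE for no effect and wells lacking GST-MLLE protein for full effect; some results filed as inactive read as strong as hits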
Rpn11 inh: Rpn11 (PSMD14) deubiquitinase inhibitors, primary screen, biochemical, fluorescence polarization, uHTS; 26S proteasome non-ATPase regulatory subunit 14 (Homo sapiens), O00487; human 26S proteasome, Ub4-pepOG fluorescence polarization; 20S core pre-blocked with epoxomicin; calls only at 20 µM; hit rate 0.59% among 360,000; AID 588493, 2011;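 active means inhibition at 20 µM, scaled to each plate's controls, above about 33%, limit read from the data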
Target sequence (O00487 whole entry, looked up): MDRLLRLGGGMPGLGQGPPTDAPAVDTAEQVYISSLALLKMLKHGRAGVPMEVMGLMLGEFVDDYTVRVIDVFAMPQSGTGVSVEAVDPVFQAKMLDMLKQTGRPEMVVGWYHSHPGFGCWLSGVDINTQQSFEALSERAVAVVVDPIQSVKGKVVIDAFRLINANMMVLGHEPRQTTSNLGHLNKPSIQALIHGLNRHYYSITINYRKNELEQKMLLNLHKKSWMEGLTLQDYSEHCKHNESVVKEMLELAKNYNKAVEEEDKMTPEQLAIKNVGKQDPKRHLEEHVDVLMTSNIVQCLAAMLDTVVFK
SUMO1-SIM PPI: modulators of SUMO1 protein-protein interactions, primary screen, biochemical, uHTS. hit rate 0.33% among 360,000. SUMO1 binding to a labelled peptide, TR-FRET, 1 h. AID 602429, 2012. inhibition, % at 20 µM; in the data active means inhibition above about 37%
Target sequence (P63165 whole entry, looked up): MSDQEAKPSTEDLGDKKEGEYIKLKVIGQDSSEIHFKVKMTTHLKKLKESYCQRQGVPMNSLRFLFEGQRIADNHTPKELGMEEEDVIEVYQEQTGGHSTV
STEP inh: STEP phosphatase inhibitors, primary screen, biochemical, fluorescence intensity, uHTS; recombinant STEP, OMFP fluorogenic substrate; inhibition, % at 20 µM; AID 588621, 2011; hit rate 0.25% among 360,000; Tyrosine-protein phosphatase non-receptor type 5 (Homo sapiens), P54829;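 active means inhibition at 20 µM, scaled per plate between control wells, above about 37%, limit read from the data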;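 further: 0% = DMSO with enzyme and substrate and 100% = substrate only without enzyme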
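Also added – OMFP at 25 µM · Test system – STEP tyrosine phosphatase · Technique – FITC-channel fluorescence of OMFP product · Schedule – 20 min at room temperature, dark · Evaluation – control-normalized % inhibition with plate pattern correction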
An asterisk follows results filed as active; i = inactive; / = not tested or not shown.

SMILES	TbMetRS inhib	CSN inh	Scp-1 inhibitor	DNMT1 block	LMPTP block	NadD inh	MLLE-PAM2 inh	Rpn11 inh	SUMO1-SIM PPI	STEP inh
COC(=O)[C@H](CC(C)C)NC(=O)N1CCCCC1C (some centres undefined)	-0.8	-3	6	2	-1.4	-4	-19	i	-1	-1
COc1cccc(NC(=O)Nc2ccccc2Br)c1	-0.4	5	-10	-3	0.0	-5	-1	i	3	0
Cc1nn(C(C)C(=O)NCCCN(Cc2ccccc2)C(C)C)c(=O)c2c1sc1ccccc12 (centres undefined)	-0.1	-1	-5	0	-0.5	-3	-1	i	-1	-2
NC(=O)C1(N2CCCCC2)CCN(C(=O)CSc2nc3ccccc3o2)CC1	-2.5	-2	-4	-3	-0.2	5	1	i	-2	-4
COC(=O)c1sc2ccccc2c1NC(=O)c1ccc(S(=O)(=O)N2CCC(C)CC2)cc1	-1.0	-3	-14	3	1.6	0	1	i	-4	5
CC(Oc1ccccc1)c1ccnn1S(=O)(=O)c1ccccc1 (centres undefined)	-0.2	2	-13	-4	-0.5	-7	-5	i	-4	-2
CCOC(=O)N1CCC(Nc2nc3ccccc3n3nnnc23)CC1	-0.7	-3	-4	6	0.0	-1	8	i	1	-3
CCOc1ccc(CCNC(=O)c2ccc(F)c(S(=O)(=O)N3CCOCC3)c2)cc1OCC	-0.2	1	-8	1	0.3	0	-1	i	0	2
CCN(C(=O)c1cc(OC)c(OC)c(OC)c1)C1CCCCC1	0.1	-1	/	7	-1.5	0	-11	i	2	4
CCCC(C)(C)C(=O)N1CCC1(C)C(=O)Nc1cccc2ccccc12 (centres undefined)	-0.2	-2	/	6	-0.4	-3	3	i	-7	1
NC(=O)[C@@H]1CC2(CC(c3cccc(NC(=O)CC(c4ccccc4)c4ccccc4)c3)=NO2)CN1C(=O)COc1ccc(Cl)cc1 (some centres undefined)	-0.4	0	-6	-11	2.0	39*	2	i	2	-1
COc1cccc2cc(CC(=O)c3ccc(C)cc3C)c(=O)oc12	-0.4	3	-22	1	2.0	-7	-2	i	-3	0
CC(C)NC(=O)C1CC(=O)N(C(C)c2ccccc2)C1 (centres undefined)	-0.8	-2	-4	-4	-0.4	5	-32	i	-2	0
O=C(CCNC(=O)c1ccccc1Cl)Nc1nc(-c2ccc3ccccc3c2)cs1	0.4	5	-1	-16	3.7	8	0	i	-10	0
CCOC(=O)C1=C(C)N=c2s/c(=C/c3cccc([N+](=O)[O-])c3O)c(=O)n2C1c1ccccc1 (centres undefined)	-0.3	-5	-9	-5	-1.3	23	-3	i	1	12
COC(=O)C1C(=O)C2=C(CC1C)NC(C)=C(C(=O)OC1CCCCC1)C2c1ccc(N(C)C)cc1 (centres undefined)	-0.1	0	-9	-7	1.5	0	10	i	-6	-1
COC(=O)c1c(NC(=O)CN(C)CC(=O)Nc2ccc(C)cc2)sc2c1CCC(C)C2 (centres undefined)	-0.3	4	-1	0	5.6	1	-13	i	1	-1
COc1cc(/C=C/C(=O)O)cc(S(=O)(=O)N2CCCc3ccccc32)c1OC	-1.5	1	9	1	-2.6	-6	-12	i	6	5
CCOc1ccc(-n2nc3cc(C)c(N)cc3n2)cc1	-0.3	7	0	-8	2.2	-3	-14	i	-1	4
CCOc1ccc(/C=C2\SC(=S)N(CCC(=O)Nc3ccccc3C(=O)O)C2=O)cc1	-1.2	5	64*	1	2.9	20	4	i	8	3

Part of the list above, set out differently.
molecule,TbMetRS inhib,CSN inh,Scp-1 inhibitor,DNMT1 block,LMPTP block,NadD inh,MLLE-PAM2 inh,Rpn11 inh,SUMO1-SIM PPI,STEP inh
NC(=O)[C@@H]1CC2(CC(c3cccc(NC(=O)CC(c4ccccc4)c4ccccc4)c3)=NO2)CN1C(=O)COc1ccc(Cl)cc1 (some centres undefined),-0.4,0,-6,-11,2.0,39*,2,i,2,-1
COc1cccc2cc(CC(=O)c3ccc(C)cc3C)c(=O)oc12,-0.4,3,-22,1,2.0,-7,-2,i,-3,0
CC(C)NC(=O)C1CC(=O)N(C(C)c2ccccc2)C1 (centres undefined),-0.8,-2,-4,-4,-0.4,5,-32,i,-2,0
O=C(CCNC(=O)c1ccccc1Cl)Nc1nc(-c2ccc3ccccc3c2)cs1,0.4,5,-1,-16,3.7,8,0,i,-10,0
CCOC(=O)C1=C(C)N=c2s/c(=C/c3cccc([N+](=O)[O-])c3O)c(=O)n2C1c1ccccc1 (centres undefined),-0.3,-5,-9,-5,-1.3,23,-3,i,1,12
COC(=O)C1C(=O)C2=C(CC1C)NC(C)=C(C(=O)OC1CCCCC1)C2c1ccc(N(C)C)cc1 (centres undefined),-0.1,0,-9,-7,1.5,0,10,i,-6,-1
COC(=O)c1c(NC(=O)CN(C)CC(=O)Nc2ccc(C)cc2)sc2c1CCC(C)C2 (centres undefined),-0.3,4,-1,0,5.6,1,-13,i,1,-1
COc1cc(/C=C/C(=O)O)cc(S(=O)(=O)N2CCCc3ccccc32)c1OC,-1.5,1,9,1,-2.6,-6,-12,i,6,5
CCOc1ccc(-n2nc3cc(C)c(N)cc3n2)cc1,-0.3,7,0,-8,2.2,-3,-14,i,-1,4
CCOc1ccc(/C=C2\SC(=S)N(CCC(=O)Nc3ccccc3C(=O)O)C2=O)cc1,-1.2,5,64*,1,2.9,20,4,i,8,3

(next part)
SMILES	TbMetRS inhib	CSN inh	Scp-1 inhibitor	DNMT1 block	LMPTP block	NadD inh	MLLE-PAM2 inh	Rpn11 inh	SUMO1-SIM PPI	STEP inh
COc1ccccc1C(=O)Nc1ccccc1SC	-0.7	5	-13	-2	0.3	-5	-2	i	-2	-4
COc1ccc(NC(=O)CC(C)c2ccccc2)cc1S(=O)(=O)N1CCOCC1 (centres undefined)	0.1	-3	-8	4	-1.0	-5	-7	i	-2	0
CCc1nc2ccc(C(=O)NCCNC(C)=O)cn2c1N(CC)Cc1cccc(Br)c1	-0.2	-7	/	0	-8.1	4	10	i	-14	2
NS(=O)(=O)c1cccc(NC(=O)CN2CCN(Cc3ccc4c(c3)OCO4)CC2)c1	-0.6	-7	-4	-1	-1.0	-9	-5	i	-3	-3
C[C@H]1C(=O)N(C)CCN1C(=O)c1cccc(OC2CCN(CC(C)(C)C)CC2)c1	-0.7	0	4	-1	1.7	-2	5	i	0	-1
C/C=C(/C)C(=O)O[C@H]1[C@@H](O)c2c(ccc3ccc(=O)oc23)OC1(C)C	0.8	-6	8	5	0.1	1	-2	i	0	-1
CC1(C)CC(=O)c2c(Cc3ccccc3)n[nH]c2C1	-1.1	4	0	0	0.3	-2	-4	i	-4	6
CCCCN(C(=O)c1ccc(S(=O)(=O)N2CCC(C)CC2)cc1)C1CCS(=O)(=O)C1 (centres undefined)	-0.2	1	-1	-1	-0.7	-1	-7	i	6	1
CN(C)CCNC(=S)Nc1ccc(Cl)cc1Cl	1.7	-4	-1	-3	-5.2	-8	22	i	-1	0
O=C(c1cc2ccccc2s1)N1CCN(c2ccccn2)CC1	-0.2	1	-2	1	1.0	-1	-13	i	-14	0
O=c1c2ccccc2oc2ccc(-c3ccc4cc[nH]c4c3)cc12	-0.2	-1	-14	-13	3.7	7	6	i	-3	0
COc1ccc(/C(O)=C2/C(=O)C(=O)N(CCN3CCOCC3)C2c2ccccn2)cc1 (centres undefined)	-0.9	-6	3	-9	-3.2	9	8	i	-15	-1
COc1ccccc1C1NC=C([N+](=O)[O-])C=C1[N+](=O)[O-] (centres undefined)	-0.4	6	-3	-7	0.8	16	-21	i	-18	-2
Cc1cc(NC(=O)c2cccc(F)c2)no1	-0.5	0	-2	-1	-0.6	-7	5	i	0	-1
COc1ccc2nc(NC(=O)CN3CCOCC3)sc2c1	-0.2	4	-8	3	1.1	-4	2	i	-1	1
COc1ccccc1NS(=O)(=O)c1cc(NC(=O)C(C)(C)C)ccc1N1CCOCC1	-0.5	-6	-6	0	1.1	-3	13	i	2	0
NC(Cc1ccccc1)c1csc(Nc2ccc(C(=O)NCCCO)cn2)n1 (centres undefined)	-0.2	2	/	-6	-0.5	-10	-5	i	3	0
O=C(NC1CCCC1)c1cccc(Cn2cc([N+](=O)[O-])cn2)c1	-0.1	5	1	3	-1.5	-4	-1	i	-4	1
Cc1nc(C(C)NC(=O)CCc2nnc(-c3ccsc3)o2)cs1 (centres undefined)	-0.5	-3	0	1	-1.6	-1	25	i	-3	0
CC1CCN(c2ncnc3nc[nH]c23)CC1	-0.5	2	-2	-8	-2.6	0	11	i	-2	1
Oc1ccccc1-c1nc(NC2CCCC2)c2ccccc2n1	0.2	0	-22	-3	8.8	2	10	i	-5	1
CCn1cc(C(=O)N[C@@H](CCSC)C(=O)NCCCN2CCOCC2)c(=O)c2cc3c(cc21)OCO3	-0.3	2	-1	2	-0.3	1	14	i	3	-2
Cc1ccc(C)c(N2N=C(C(=O)Nc3cccnc3)CCC2=O)c1	-0.4	0	-8	-1	-0.7	-6	-6	i	2	-1
